# bIAP act: intestinal alkaline phosphatase (bovine) activation; purified bovine IAP, CDP-star luminescence, 30 min; hits give high values; fold of DMSO-control signal, blank-subtracted; activation factor at 20 µM; 200,000 tested, 0.17% active; AID 1016;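 active means activation factor of 2 or more at 20 µM, a signal rise over negative controls twice the positive control's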
# FLuc inhib CS: Photinus pyralis luciferase inhibition counter-screen; inhibition, % at 10 µM; ATPLite firefly luciferase biochemical luminescence, 10 min; 200,000 tested, 1.5% active; AID 1006;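 active means inhibition above about 50% when tested at 10 µM, limit read from the data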
# TNAP inh hiacc: blocks human TNAP under high phosphate acceptor concentration; AID 1135; inhibition, % at 20 µM; 200,000 tested, 0.03% active; purified TNAP, CDP-star luminescence, 1 M DEA; P05186;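 active means over 50% inhibition of tissue-nonspecific alkaline phosphatase at 20 µM in the single-dose screen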;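 further: plate controls were DMSO wells for no effect and EDTA-quenched wells as full inhibition for full effect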
# Target sequence (P05186 whole entry, looked up): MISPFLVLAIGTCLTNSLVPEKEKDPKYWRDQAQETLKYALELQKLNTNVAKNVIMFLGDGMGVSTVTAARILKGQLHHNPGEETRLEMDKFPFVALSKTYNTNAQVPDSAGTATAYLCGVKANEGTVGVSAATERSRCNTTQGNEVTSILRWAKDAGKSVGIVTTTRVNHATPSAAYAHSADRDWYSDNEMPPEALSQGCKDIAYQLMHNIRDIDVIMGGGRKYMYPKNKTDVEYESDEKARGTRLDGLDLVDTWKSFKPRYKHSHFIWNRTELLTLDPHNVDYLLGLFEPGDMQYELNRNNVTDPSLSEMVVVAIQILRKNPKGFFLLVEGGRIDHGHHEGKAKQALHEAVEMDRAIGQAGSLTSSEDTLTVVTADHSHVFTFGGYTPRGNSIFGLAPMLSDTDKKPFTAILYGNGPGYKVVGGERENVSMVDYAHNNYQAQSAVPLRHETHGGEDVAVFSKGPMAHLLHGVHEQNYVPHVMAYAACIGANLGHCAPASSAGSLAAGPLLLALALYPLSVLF
# APP 5'UTR act: APP 5'UTR luciferase reporter activation; SH-SY5Y APP 5'UTR luciferase reporter, luminescence; zero percent = DMSO vehicle wells; activation, % at 2 µM; 190,000 tested, 1% active; AID 1276;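 active means activation above a set limit, based on mean plus 3 SD of controls, cut at about 140% in these data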; further: values of inactives mirror those of a sister screen read the other way
# PMI act satM6P: increases human PMI activity with near-saturating mannose 6-phosphate; AID 1216; 190,000 tested, 0.34% active; activation factor at 20 µM; coupled PMI enzyme assay, resazurin fluorescence, 20 min; hits give high values; 1 = untreated enzyme, 0 = substrate-free blank;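 active means activation factor of 2 or more at 20 µM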
# Target sequence (P34949 whole entry, looked up): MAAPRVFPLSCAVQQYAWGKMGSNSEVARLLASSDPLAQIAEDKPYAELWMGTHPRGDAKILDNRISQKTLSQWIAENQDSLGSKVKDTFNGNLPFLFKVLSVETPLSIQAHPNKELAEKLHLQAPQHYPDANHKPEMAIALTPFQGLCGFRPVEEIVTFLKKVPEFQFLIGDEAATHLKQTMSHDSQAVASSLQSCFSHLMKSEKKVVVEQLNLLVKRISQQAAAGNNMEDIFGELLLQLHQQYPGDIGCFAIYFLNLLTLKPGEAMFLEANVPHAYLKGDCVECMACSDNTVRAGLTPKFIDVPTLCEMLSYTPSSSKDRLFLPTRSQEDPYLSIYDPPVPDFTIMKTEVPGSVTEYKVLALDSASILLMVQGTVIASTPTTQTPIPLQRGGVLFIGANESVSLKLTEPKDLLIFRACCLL
#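 Test system: Human PMI in coupled enzyme assay | Input: 15 ng/mL PMI | Medium: HEPES-buffered pH 7.4 with magnesium and detergent | Compound: One concentration, 20 µM, in 1% DMSO | Incubation: Enzyme reaction with compound 20 min at room temperature | Detection: Diaphorase-driven resazurin-to-resorufin fluorescence, excitation 544, emission 590 nm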
# NF-kB expr up: raises NF-kB expression in human neuronal cells; NF-kB reporter expression; hits give high values; fold change at 12.5 µM; 190,000 tested, 1.6% active; AID 1239; in the data active means fold change above about 3.3
# FLuc act counter: firefly luciferase counter-screen for stimulation assays; activation factor at 10 µM; ATPlite luciferase biochemical, luminescence, 10 min; 0 = ATP-free wells, 1 = DMSO control; 200,000 tested, under 10 active; P08659;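 active means luciferase activation factor, scaled between plate controls, of at least 2 with compound at 10 µM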
#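 Assay system: Luciferase/luciferin reagent mix; Medium: PBS as buffer for the ATP substrate; Dosing: test compounds dosed from 2 mM stocks in 100% DMSO; Times: 10 min, room temperature; Signal: luminescence from luciferase reaction; Read-out: luciferase activation; Controls: No-ATP low control, compound-free enzyme-plus-ATP high control.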
# TNAP act hi DEA: activators of human TNAP at high phosphate acceptor concentration. 200,000 tested, under 10 active. P05186. purified TNAP, CDP-star luminescence, 1 M DEA, 30 min; hits give high values; 0 = EDTA background, 1 = DMSO-only activity. activation factor at 20 µM;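 active means activation factor at least 2 at 20 µM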
#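 Test system – human TNAP · Doses – 20 µM single point · Incubation – 30 min, room temperature · Signal – luminescent substrate turnover signal · Read-out basis – activation factor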
# PMI activator: phosphomannose isomerase (human) activation; purified human PMI, coupled resazurin fluorescence, 20 min; hits give high values; 1 = vehicle control, 0 substrate-free wells; 190,000 tested, 0.005% active; activation factor at 20 µM;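 active means activation factor of 2 or more at 20 µM, relative to plate controls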
# TNAP inh noacc: blocks human TNAP activity with no phosphate acceptor present. P05186. purified TNAP, CDP-star luminescence, 30 min. inhibition, % at 20 µM. 200,000 tested, 0.26% active;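 active means tissue-nonspecific alkaline phosphatase inhibition above about 50% at 20 µM in the single-dose screen, limit read from the data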;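 further: 0% = DMSO negative control and 100% = EDTA positive control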
# Active calls of the source: *.
1. NS(=O)(=O)c1ccc(CCn2c(=S)[nH]c3ccc(F)cc3c2=O)cc1
2. CCCS(=O)(=O)N1CCCC(C(=O)NCCc2ccc(OC)c(OC)c2)C1 (stereo not drawn)
3. COC(=O)CCC(=O)N(CCN(C(=O)CCC(=O)OC)c1ccccc1)c1ccccc1
4. Cc1c(C(=O)Nc2nc3ccccc3[nH]2)cccc1[N+](=O)[O-]
5. COc1ccccc1N1CCN(C(=O)c2cc(-c3ccc(Cl)cc3)on2)CC1
6. CCN(CC)S(=O)(=O)c1ccc(Oc2cccc(C(C)=O)c2)nc1
7. Cc1c(C(=O)NCc2cccnc2)oc2ccc(S(=O)(=O)N3CCCC(C)C3)cc12 (stereo not drawn)
8. COc1ccc(C2CC(c3ccccc3C)n3nc(N)nc3N2)cc1 (stereo not drawn)

Compound	1	2	3	4	5	6	7	8
TNAP inh noacc	-4	-6	-16	-48	-11	-12	-12	-6
NF-kB expr up	1.1	1.1	1.5	1.5	0.96	1	0.89	1.3
PMI act satM6P	1	1	1.1	0.9	1	1	0.9	0.9
FLuc inhib CS	-1	-7	-5	17	-2	-2	-7	-7
TNAP act hi DEA	1	1	1	1	1	1	1.1	1
PMI activator	1	1	1	0.9	0.9	0.9	0.9	0.9
APP 5'UTR act	-10	5	6	54	-1	2	3	12
TNAP inh hiacc	0	-4	0	-5	-3	-4	-5	1
FLuc act counter	1	1.1	1.1	0.8	1	1	1.1	1.1
bIAP act	1.1	1	0.9	0.9	1	1	0.9	0.9

9. Cc1cc(C)c2cc(CN(CCO)C(=O)Nc3ccc(Cl)cc3)c(=O)[nH]c2c1
10. COc1ccc(N2CCN(/C(=N\S(=O)(=O)c3ccccc3)Nc3nc(C)cc(C)n3)CC2)cc1
11. Cc1nnc(SCCCCSc2nnc(C)c(=O)[nH]2)[nH]c1=O
12. Cc1cc2oc3c(c(=O)c2cc1C)C(c1ccc(C(C)C)cc1)N(CCCN1CCOCC1)C3=O (stereo not drawn)
13. CS(=O)(=O)N(CC(=O)NCc1ccccc1)C1CCCCC1
14. CCOc1ccc(CC(=O)Nc2sc(Cc3ccccc3)c(C)c2C(N)=O)cc1OCC
15. CN1CC2=Cc3ccccc3OC23Oc2ccccc2C=C3C1
16. CSc1nc(C)cc(Oc2ccc(OCC(N)=O)nn2)n1

Compound	9	10	11	12	13	14	15	16
TNAP inh noacc	0	-11	-3	1	-5	-11	-9	-4
NF-kB expr up	0.83	0.87	1	0.94	0.99	0.94	1.4	1
PMI act satM6P	0.9	1	1.1	1.1	1.1	0.8	1	0.9
FLuc inhib CS	0	-3	-9	-6	-4	-1	-9	-11
TNAP act hi DEA	0.9	1	1	1.1	1	1	1	1
PMI activator	0.8	0.9	1.2	1.1	1	0.8	1	1
APP 5'UTR act	-25	18	10	0	15	15	-21	23
TNAP inh hiacc	8	-2	0	-8	4	-2	-3	-4
FLuc act counter	1	1	1.1	1.1	1	1	1.1	1.1
bIAP act	1	1	1.2	1	1	1.1	1	1

17. COc1cc(CN(C(=S)NCC(=O)NC2CCCC2)C2CCCC2)cc(OC)c1OC
18. CC(C)(C)NC(=O)C(c1ccco1)N(Cc1ccc2c(c1)OCO2)C(=O)Cn1nnc2ccccc21 (stereo not drawn)
19. O=C(CNc1ccc(Br)cc1)c1ccc(O)cc1
20. CONC(=O)C1CCN(C(=O)OCc2ccccc2)CC1
21. COc1ccccc1N1CCN(Cc2ccc(OC)c3ccccc23)CC1
22. COc1ccc(N(Cc2cc3cc(OC)ccc3[nH]c2=O)C(=O)C2CCCO2)cc1 (stereo not drawn)
23. O=C(CN1C(=O)NC2(CCc3ccccc3C2)C1=O)Nc1ccc(Cl)cc1F (stereo not drawn)
24. CCN1CNC(=S)N(C(C)c2ccccc2)C1 (stereo not drawn)

Compound	17	18	19	20	21	22	23	24
TNAP inh noacc	-10	-15	12	1	-10	-10	-11	-8
NF-kB expr up	1	0.97	1.5	1.2	0.93	0.44	1.2	1.8
PMI act satM6P	0.9	1	1	0.9	1.1	0.9	1	0.9
FLuc inhib CS	-6	-2	12	-2	-8	-7	-4	-3
TNAP act hi DEA	1	1.1	0.9	1	1.1	1	1	1
PMI activator	0.8	1	1.2	0.9	1	1	0.9	0.9
APP 5'UTR act	4	19	-2	15	9	17	3	14
TNAP inh hiacc	0	-6	6	-1	-5	-3	-5	4
FLuc act counter	1.1	1	0.9	1	1.1	1.1	1	1
bIAP act	1	1.1	1.1	0.9	0.9	1	0.9	0.9

25. C=CCNC(=O)c1onc(CSc2ccc(F)cc2)c1C(=O)O
26. CCC(=O)N1CCN(c2nc(-c3ccc(Cl)cc3)cs2)CC1
27. COC(=O)c1nn(-c2ccc(OC)cc2)c(=O)cc1Sc1ccc(C)cc1
28. CCOC(=O)C1CCN(C(=O)COC(=O)c2ccc3c(c2)C(=O)N(c2ccc(OCC)cc2)C3=O)CC1
29. CCOc1ccc(NCc2nnc(SCc3ccccc3Cl)n2-c2ccccc2)cc1
30. COc1cccc(NC(=O)c2ccc3snnc3c2)c1
31. O=C(c1ccco1)N1CCN(c2c([N+](=O)[O-])nn(-c3cccc(Cl)c3)[n+]2[O-])CC1
32. Cc1ccc(/C=C/c2ccc(=O)n(Cc3ccccc3Cl)n2)cc1

Compound	25	26	27	28	29	30	31	32
TNAP inh noacc	-11	-7	-1	-2	-5	1	2	-11
NF-kB expr up	1.3	1.4	1.4	0.95	0.56	1.7	1.2	1.4
PMI act satM6P	1.1	0.9	0.8	0.9	0.8	1.1	1.1	1
FLuc inhib CS	-2	8	-7	-2	-7	17	-3	-3
TNAP act hi DEA	1	1	1	1.1	1	1	0.9	1
PMI activator	1	0.9	0.9	1	0.9	1	1.1	0.9
APP 5'UTR act	-12	16	3	11	20	31	24	4
TNAP inh hiacc	-1	0	0	-6	-4	2	7	-4
FLuc act counter	1	0.9	1.1	1	1.1	0.8	1	1
bIAP act	1	0.8	1.1	1	1	1	0.9	0.9

33. C=CCn1c(CSCc2ccc(C)cc2)nnc1SCC(=O)NCc1ccccc1
34. O=C(Nc1ccccc1C(=O)O)c1ncn[nH]1
35. CC12CC(c3ccccc3O1)C(C(=O)NCc1ccccc1)C(=O)N2 (stereo not drawn)
36. CCOC(=O)C1=C(C)NC(=O)C(C(N)=O)C12CCCCC2 (stereo not drawn)
37. CCN(CC)C(=O)c1cn(C)c(=O)c2cc(OC)c(OC)cc12
38. Cc1ccc(S(=O)(=O)NC2(C(=O)O)CCCCC2)cc1
39. C[N+]1=C(/C=C/Nc2ccccc2Cl)C(C)(C)c2ccccc21
40. O=C1c2ccccc2NC(c2ccc(O)cc2)N1/N=C/c1ccc(O)cc1 (stereo not drawn)

Compound	33	34	35	36	37	38	39	40
TNAP inh noacc	-12	-15	-15	-15	-9	-6	-7	-10
NF-kB expr up	1	1.3	1	1.1	0.96	1.2	0.63	1.6
PMI act satM6P	1	1.1	1	0.9	0.9	1.1	1.1	1
FLuc inhib CS	-2	-5	-2	-8	-1	-3	-4	7
TNAP act hi DEA	1	1.1	1.1	1.1	1	1.1	1	1
PMI activator	1	1.1	1.1	0.9	0.9	1	0.2	0.9
APP 5'UTR act	-2	21	-10	-5	24	6	-1	12
TNAP inh hiacc	0	-8	-7	-8	-2	-5	-2	0
FLuc act counter	1	1.1	1	1.1	1	1	1	0.9
bIAP act	1	1	0.9	0.9	1	1.1	0.9	1

41. CCc1ccc(C(C(=O)NC2CCCC2)N(C(=O)/C=C/C(=O)Nc2cc(C)on2)c2ccccc2C)cc1 (stereo not drawn)
42. NCCCC[C@H]1CNC(=S)N1CCCCC1CCCCC1
43. O=C(NCCc1ccccc1)C1CCCN(C(=O)NC2CCCCC2)C1 (stereo not drawn)
44. O=[N+]([O-])c1cnccc1Nc1cccc(F)c1
45. CCCCCOc1ccccc1C(=O)NCCC(=O)O
46. COCCn1c(-c2ccc(Cl)cc2Cl)nc2c(c(=O)c3ccccc3n2C)c1=O
47. COC(=O)C1=C(C)Nc2ncnn2C1c1cccnc1 (stereo not drawn)
48. COc1cc2c(cc1OC)CN(C(=O)c1cc(=O)c3ccccc3o1)CC2

Compound	41	42	43	44	45	46	47	48
TNAP inh noacc	-16	8	-14	-6	-4	-4	-6	-15
NF-kB expr up	0.52	0.81	1	1.2	1.2	1.1	1.2	0.82
PMI act satM6P	0.9	1.1	1	1.3	1.1	1.1	1	1.1
FLuc inhib CS	-3	-8	-10	-9	3	-3	-3	-3
TNAP act hi DEA	1	1	1.1	1	1	1	1.1	1
PMI activator	0.8	1	1.2	1.2	1	1	1	1
APP 5'UTR act	-2	1	4	6	9	9	-10	-14
TNAP inh hiacc	3	-4	-7	2	-2	-1	-6	-4
FLuc act counter	1	1.1	1.1	1.1	1	1	1	1
bIAP act	0.4	0.5	0.9	1	1	1	1	1.1

# A different layout for some results above.
# Below each SMILES – TNAP inh noacc	NF-kB expr up	PMI act satM6P	FLuc inhib CS	TNAP act hi DEA	PMI activator	APP 5'UTR act	TNAP inh hiacc	FLuc act counter	bIAP act
[41] CCc1ccc(C(C(=O)NC2CCCC2)N(C(=O)/C=C/C(=O)Nc2cc(C)on2)c2ccccc2C)cc1 (stereo not drawn)
    -16	0.52	0.9	-3	1	0.8	-2	3	1	0.4
[42] NCCCC[C@H]1CNC(=S)N1CCCCC1CCCCC1
    8	0.81	1.1	-8	1	1	1	-4	1.1	0.5
[43] O=C(NCCc1ccccc1)C1CCCN(C(=O)NC2CCCCC2)C1 (stereo not drawn)
    -14	1	1	-10	1.1	1.2	4	-7	1.1	0.9
[44] O=[N+]([O-])c1cnccc1Nc1cccc(F)c1
    -6	1.2	1.3	-9	1	1.2	6	2	1.1	1
[45] CCCCCOc1ccccc1C(=O)NCCC(=O)O
    -4	1.2	1.1	3	1	1	9	-2	1	1

# New compounds follow.
49. O=C1CC(c2cccc(Cl)c2)CC(O)=C1C=Nc1cccc(Cl)c1 (stereo not drawn)
50. O=C(c1cccc(Cl)c1Cl)N1CCN(c2ccccn2)CC1
51. CN(Cc1ccccc1)C(=O)c1[nH]cnc1C(=O)N[C@@H](Cc1ccccc1)C(=O)OCc1ccccc1
52. O=C(CN1C(=O)NC2(CCCCCCC2)C1=O)N1CCOCC1
53. O=C(NCc1ccccn1)c1ccc(Cn2cc(Br)cn2)o1
54. Cc1nn(Cc2ccc(Cl)cc2)c(C)c1NC(=O)c1noc2c1CCCCC2
55. CCOC(=O)c1cccc(NC(=O)CCn2cccc2)c1
56. CCC(CC)C(=O)Nc1cccc(C(=O)NC(C)(C)C)c1
57. C=CCNC(=O)COC(=O)c1ccccc1C(=O)N(C)C1CCCCC1

Compound	49	50	51	52	53	54	55	56	57
TNAP inh noacc	1	9	0	-10	-11	-2	-13	-16	-6
NF-kB expr up	1.1	0.95	0.94	1	1.2	0.61	1.2	1	1.2
PMI act satM6P	1.2	1	0.7	1	1.1	0.9	1	1	1.1
FLuc inhib CS	-7	-7	-4	-10	-4	-2	-8	-4	-4
TNAP act hi DEA	1	1	1	1	1	1	1.1	1.1	1
PMI activator	1.1	1.1	0.7	1	1	0.8	1	1	1.1
APP 5'UTR act	7	1	21	2	19	-2	-3	0	-13
TNAP inh hiacc	-4	-3	-4	-2	-4	-4	-10	-6	-4
FLuc act counter	1.1	1.1	1	1.1	1	1	1.1	1	1
bIAP act	1	1	1	1	0.9	1	1	1	0.9
